IP6K1 inh: IP6K1 kinase inhibition; IP6K1 kinase, ADP-Glo luminescence, 2 h; stronger effect = lower value; activity change, % (series mostly up to about 58 µM); hit rate 0.81% among 140,000; AID 1645851; in the data active means activity change below about -25%
Target sequence (Q92551 whole entry, looked up): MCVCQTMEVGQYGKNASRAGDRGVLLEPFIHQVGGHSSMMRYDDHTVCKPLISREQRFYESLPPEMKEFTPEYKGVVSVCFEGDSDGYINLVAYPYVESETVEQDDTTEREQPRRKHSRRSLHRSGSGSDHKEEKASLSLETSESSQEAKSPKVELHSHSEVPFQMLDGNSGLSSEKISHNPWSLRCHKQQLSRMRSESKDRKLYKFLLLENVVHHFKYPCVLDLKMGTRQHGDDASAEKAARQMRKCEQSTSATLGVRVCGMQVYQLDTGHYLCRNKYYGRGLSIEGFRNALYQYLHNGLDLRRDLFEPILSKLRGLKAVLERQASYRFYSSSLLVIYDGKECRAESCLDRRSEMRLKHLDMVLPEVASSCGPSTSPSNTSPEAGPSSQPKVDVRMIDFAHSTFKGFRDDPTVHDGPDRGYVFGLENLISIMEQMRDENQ
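ADP-Glo luminescence measures ADP made by human IP6K1 during a 2 h RT reaction with ATP/IP6 (mix at 1.3 mM/130 uM); top library doses 57.5 and 19.1 uM final.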
GPT2 inh: GPT2 alanine aminotransferase inhibition; Q8TD30; Recombinant GPT2, coupled pyruvate oxidase/HRP Amplex Red fluorescence; Potency, µM (highest dose often 57.7 µM), inactives show at the highest dose activity change, negative = inhibition, most hits filed as inhibitors; hit rate 0.25% among 100,000; AID 1671188; further: potency means the concentration at half of the fitted maximal effect; nearly all actives have a fitted effect of over 60% in size; many of its hits are not listed in these tables
Target sequence (Q8TD30 whole entry, looked up): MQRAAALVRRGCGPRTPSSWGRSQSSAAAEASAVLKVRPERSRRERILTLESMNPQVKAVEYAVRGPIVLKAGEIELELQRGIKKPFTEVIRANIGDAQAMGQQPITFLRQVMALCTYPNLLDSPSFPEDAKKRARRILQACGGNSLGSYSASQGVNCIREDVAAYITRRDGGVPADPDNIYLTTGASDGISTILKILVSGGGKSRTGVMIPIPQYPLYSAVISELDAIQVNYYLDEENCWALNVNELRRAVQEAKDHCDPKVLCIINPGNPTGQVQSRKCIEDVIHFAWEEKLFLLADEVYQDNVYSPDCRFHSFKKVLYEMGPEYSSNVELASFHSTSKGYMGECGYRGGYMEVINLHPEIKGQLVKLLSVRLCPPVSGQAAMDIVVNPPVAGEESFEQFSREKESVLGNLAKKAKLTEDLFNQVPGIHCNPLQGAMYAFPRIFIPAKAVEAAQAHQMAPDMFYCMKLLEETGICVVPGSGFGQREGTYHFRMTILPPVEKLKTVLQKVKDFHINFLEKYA
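Fluorescence of coupled pyruvate oxidase/HRP/Amplex Red system (50uM Amplex, 30 min, dark) reports pyruvate formed by GPT2. Enzyme reaction: 10ng/uL GPT2, 2mM L-alanine, 250uM a-KG, 30 min room temperature, pH 7.5; 50uM AOA control.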
Luciferase inh: inhibitors of firefly (Photinus pyralis) luciferase. AID 1347043. hit rate 2.5% among 76,000. purified P. pyralis luciferase, luminescence, biochemical. Potency, µM (series often up to 115 µM), inactives show at the top dose activity change, negative = inhibition, usual class: inhibitors. P08659; further: potency means the concentration at half of the fitted maximal effect; nearly all actives have a fitted effect of over 65% in size
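Biochemical qHTS: compound (6-point titration) added to 10uM D-luciferin plus 10uM ATP in Tris acetate pH 7.5 buffer with Mg, Tween-20 and BSA, then purified enzyme at 10nM; light output imaged.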
HEK cytotox: kills HEK 293 cells; HEK 293 viability, ATP luminescence (CellTiter-Glo), 48-72 h; Potency, µM (doses to about 115 µM), inactives show at the highest dose activity change, negative = cytotoxicity, actives largely listed as inhibitors; hit rate 6.6% among 94,000; AID 1345083; further: potency means the concentration at half of the fitted maximal effect; nearly all actives have a fitted effect of over 60% in size
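Pintool-delivered compounds were incubated with HEK 293 cells (250 cells/well) at 37 degree Celsius for 48 or 72 hr. ATP-dependent luminescence (CellTiter-Glo) then reported remaining viable cells.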
NIH3T3 tox: cytotoxic compounds in NIH 3T3 cells; NIH 3T3 viability, CellTiter-Glo ATP luminescence, 48-72 h; Potency, µM (top dose mostly 96.7 µM), for the others: at the highest dose activity change, negative = cytotoxicity, usual class: inhibitors; hit rate 4.3% among 94,000; AID 1345082; further: potency means the concentration at half of the fitted maximal effect; nearly all actives have a fitted effect of over 55% in size
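Viability of NIH 3T3 cells after 48 or 72 hr compound treatment at 37 °C was assessed by CellTiter-Glo, with luminescence imaged following a 10 min room-temperature step.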
HEK293 viab: reduces viability of HEK-293 SNCA reporter cells | HEK-293-SNCA-luc viability, GF-AFC fluorescence, 24 h | Potency, µM (titrated, usually from 57.1 µM), for the others: at the highest dose activity change, negative = cytotoxicity, usual class: cytotoxic | hit rate 0.12% among 150,000;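 further: potency means the concentration at half of the fitted maximal effect; 0% = DMSO-treated cells and -100% = medium-only wells without cells; nearly all actives have a fitted effect of over 30% in size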
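Cytotoxicity counterscreen: after 24 h compound treatment of genome-edited SNCA-luciferase HEK-293 cells, live-cell protease substrate GF-AFC read by fluorescence after 30 min; activity scaled between DMSO (0%) and medium-only (-100%), curves Hill-fitted.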
SNCA expr inh: SNCA gene expression inhibition | HEK-293 SNCA-luciferase knock-in, luminescence, 24 h | Potency, µM (titrated, usually from 57.2 µM), for inactives: at the highest dose activity change, negative = inhibition, actives largely listed as inhibitors | hit rate 0.17% among 140,000;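 further: potency means the concentration at half of the fitted maximal effect; plate controls were DMSO cells for no effect and cell-free wells for full effect; nearly all actives have a fitted effect of over 45% in size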
Numbers without * were called inactive; i = inactive; ? = inconclusive; . = no result given; [ ] = another dose, or the depositor's remark. Unless noted, the call rests on the fitted dose curve; in most records, active means well fitted curve in the direction sought with a large enough effect; inconclusive means small, poorly fitted or top-dose-only effect, or another doubt; inactive means no such curve, though single readings can be large; an effect the other way counts as inactive or inconclusive. Unless noted, on the % scale 0 is the no-effect control and ±100 the full control effect. Outcome played no part in choosing rows; 7.7% or so of the library scored in one or more.

SMILES	IP6K1 inh	GPT2 inh	Luciferase inh	HEK cytotox	NIH3T3 tox	HEK293 viab	SNCA expr inh
N#Cc1cccc(C(=O)N2CC(F)(F)C[C@H]2c2nc(C3CC3)no2)c1	25	i	6%	-17%	-8%	-2%	33%[activator]
CN(Cc1cccn1C)S(C)(=O)=O	6	-1%[88.5 µM]	2%[230 µM]	-5%[230 µM]	3%[174 µM]	-3%[87.6 µM]	7%[87.6 µM]
COc1cc(-c2nc3sccn3c2Nc2cccc(C)c2)ccc1O	-1	.	.	.	.	-28%	107%[activator]
COCC(=O)N[C@@H]1CCC[C@@H](C(=O)NC2CC2)CC(=O)N(C)C1	15	-11%[88.5 µM]	0%[172 µM]	-1%[172 µM]	-2%[138 µM]	4%[87.6 µM]	?
CCOc1ccccc1C1NC(=O)N(CC(=O)Nc2ccc(C)cc2)C2=C1C(=O)OC2 (centres undefined)	1	0%	-4%	?	-14%	-4%	-20%
CCC(=O)C(=O)NCc1cc2c(nc1OC)CN(CCc1ccccn1)C2=O	-11	-1%[11.5 µM]	7%	i	4%	-2%	10%
CCCn1nc2c(c1C)C(c1ccc(OCC(N)=O)c(Cl)c1)CC(=O)N2 (centres undefined)	1	0%	-5%	-17%	?	2%	13%
O=C(O)C1(c2ccccc2)CCN(S(=O)(=O)c2cccc(C(F)(F)F)c2)CC1	1	-6%	.	i	?	3%	0%
COc1ccc(S(=O)(=O)N2CCCCC2)cc1C(=O)NC1CCS(=O)(=O)C1 (centres undefined)	-3	.	.	.	.	-2%	-1%
Cc1cccc(NC(=O)N2CC(C(=O)N(C)C)C3(CCOCC3)C2)c1 (centres undefined)	11	3%	-8%	-11%	-15%	4%	41%[activator]
O=C1N(CC2CCOCC2)CCOC12CCN([S+](=O)([O-])c1ccccc1)CC2	-9	1%[88.5 µM]	-10%[172 µM]	-10%[172 µM]	?	2%[87.6 µM]	5%[87.6 µM]
CC(=O)NCCNC(=O)CCCc1nnc2n(CC(C)C)c(=O)c3sccc3n12	16	.	.	.	.	20%	11%
COc1ccc(-n2nc(C3CCN(C(=O)c4ccccc4Cl)CC3)[nH]c2=O)cc1	10	i	1%	0%	-22%	-5%	-18%
O=C(N[C@H]1CCN2C(=O)c3ccc(Cl)cc3NC(=O)[C@H]12)c1cccs1	-6	4%[88.5 µM]	0%[172 µM]	-7%[172 µM]	89µM*	-8%[87.6 µM]	-14%[87.6 µM]
N#Cc1ccc(-c2c(-c3ccccc3)ncn2CCNc2cccnc2)cc1	13	?	3%	-22%	-12%	-3%	33%[activator]

The list goes on; it opens with the 3 that closed the last part.
SMILES	IP6K1 inh	GPT2 inh	Luciferase inh	HEK cytotox	NIH3T3 tox	HEK293 viab	SNCA expr inh
COc1ccc(-n2nc(C3CCN(C(=O)c4ccccc4Cl)CC3)[nH]c2=O)cc1	10	i	1%	0%	-22%	-5%	-18%
O=C(N[C@H]1CCN2C(=O)c3ccc(Cl)cc3NC(=O)[C@H]12)c1cccs1	-6	4%[88.5 µM]	0%[172 µM]	-7%[172 µM]	89µM*	-8%[87.6 µM]	-14%[87.6 µM]
N#Cc1ccc(-c2c(-c3ccccc3)ncn2CCNc2cccnc2)cc1	13	?	3%	-22%	-12%	-3%	33%[activator]
CCOC(=O)CCNC(=O)N1CCCC(c2nc(C(C)C)no2)CCNC(=O)CC1 (centres undefined)	10	1%	-3%	-6%	i	5%	-20%
CN1CC(=O)Nc2cc(C(=O)O)ccc21	3	.	.	.	.	0%	9%
Cc1nn(-c2ccccc2)c2c1C(C)N(C1CCN(C(=O)c3ccc(F)cc3)C1)C2=O (centres undefined)	-3	.	.	45µM*	?	.	.
CCOc1ccc(NC(=O)c2ccc3nc(C(C)C)oc3c2)cc1	-3	.	.	.	.	-18%	-17%
CN(C)c1ccc(CNCC2(COc3ccc(S(C)(=O)=O)cc3)C[C@@H](O)[C@@H](O)C2)cc1 (some centres undefined)	1	-4%	-25%	-21%	-20%	-10%	49%[activator]
O=C(Cn1ccc2cc(S(=O)(=O)N3CCCCCC3)ccc21)NCCc1ccc(Cl)cc1	-11	.	.	.	.	6%	-15%
CC(=O)N1CCN(c2nc3ncccc3o2)CC1	-1	2%[88.5 µM]	-8%[172 µM]	1%[172 µM]	-4%[138 µM]	10%[87.6 µM]	1%[87.6 µM]
CCCOc1ccc(CN2C(=O)C(=O)c3cccc(C)c32)cc1	-1	.	.	.	.	1%	-4%
COC(=O)c1cccc(-c2nccn2CC(O)c2ccccc2)c1 (centres undefined)	9	i	-2%	-25%	-30%	-4%	?
COc1ccc(NC(=O)C(c2ccc(C)cc2)N(C)C(=O)Cc2cccs2)cc1 (centres undefined)	10	.	.	.	.	?	-16%
Cc1ccc(NC(=O)CCn2ccn3nc4c(c3c2=O)CCCC4)cc1	2	1%	-14%	-28%	-22%	-4%	7%
CC1(C(=O)NC2CCOCC2)CCc2cnc(Nc3ccccc3)nc21 (centres undefined)	18	4%[88.5 µM]	5%[172 µM]	100µM*	?	-19%[87.6 µM]	?
O=C(CC1CCCN(c2cnn(CC3CC3)c(=O)c2)C1)NCc1ccccc1 (centres undefined)	7	5%	-4%	?	35µM*	-21%	?
O=C(C1CCCN1[S+](=O)([O-])c1cccs1)N1CCC(N2CCOCC2=O)CC1 (centres undefined)	0	i	.	i	-2%	1%	11%
CC(C)C(=O)N1CCc2ccc(C(=O)NC3CC3)cc21	-4	-8%	-8%	5%	-6%	8%	21%
Cc1ccccc1NC(=O)Cn1c(=O)n(CC2CCC(C(=O)NCCc3ccccc3)CC2)c(=O)c2ccccc21 (centres undefined)	17	.	.	.	.	?	?
COc1cccc(CNC(=O)Cn2cc3c(n2)-c2c(oc(C(=O)N4CCCC4)c2C)CC3)c1OC	18	.	.	.	.	7%	-21%
COc1cccc(CN2CCCCCCNC(=O)CC2c2ccccc2)c1OC (centres undefined)	27	i	2%	45µM*	40µM*	-25%	?
CC[C@H](C)[C@H]1O[C@]2(CC[C@@H]1C)C[C@@H]1C[C@@H](C/C=C(\C)[C@@H](O[C@H]3C[C@H](OC)[C@@H](O[C@H]4C[C@H](OC)[C@@H](O)[C@H](C)O4)[C@H](C)O3)[C@@H](C)/C=C/C=C3\CO[C@@H]4[C@H](O)C(C)=C[C@@H](C(=O)O1)[C@]34O)O2	27	5%	.	.	.	?	.
Cc1ccccc1[C@H]1C[C@@H](O)[C@@H](O)[C@@H]1NC(=O)c1cccnc1	8	-8%[88.5 µM]	-4%[172 µM]	4%[172 µM]	-5%[174 µM]	3%[87.6 µM]	6%[87.6 µM]
Cc1oc(C(O)c2ccccc2F)nc1C(=O)Nc1ccccc1 (centres undefined)	-7	4%[88.5 µM]	?	?	?	5%[87.6 µM]	9%[87.6 µM]
COc1ccccc1N1CCN(C(=O)c2cc3c(=O)oc4ccc(C)cc4c3s2)CC1	-15	.	.	.	.	3%	12%
O=C(NC1CC1)c1nc2sccn2c1-c1cccnc1	6	-7%[88.5 µM]	.	-3%[172 µM]	-6%[138 µM]	-12%[87.6 µM]	0%[87.6 µM]
COc1cccc(CNC(=O)CSc2ncc(S(=O)(=O)c3ccc(Br)cc3)c(=O)[nH]2)c1	-14	.	.	.	.	-1%	8%
CCC1(C(=O)NCc2ccc(C)cc2)CCCCC(=O)N1 (centres undefined)	-4	i	5%	i	5%	2%	7%
CCc1nn(CC(=O)Nc2c(C)cccc2C)c(=O)c2cc3sccc3n12	0	.	.	.	.	-7%	-1%
O=C(O)C(c1cc2ccccc2o1)N1CCC(CCN2CCCC2=O)CC1 (centres undefined)	-4	i	-6%	4%	2%	-3%	?
O=c1c2c(nc3cc[nH]n13)CCN(S(=O)(=O)c1ccccc1Cl)C2	0	-4%	6%	3%	-4%	-1%	5%
COc1ccc(CN2Cc3[nH]cnc3C[C@H]2c2nc(-c3ccc(F)c(Cl)c3)no2)cc1	6	-21%	-12%	?	?	-14%	34%[activator]
CN(CC1(C)CCOCC1)C(=O)Cc1ccccc1	12	-6%	0%	5%	5%	-3%	-9%
Cc1nc(CN2CC3(CCN(C)C3)c3cc(C(=O)NCC4CC4)ccc32)cs1 (centres undefined)	10	-24%[88.5 µM]	-15%[172 µM]	-37%[172 µM]	?	7%[87.6 µM]	21%[87.6 µM]
O=c1n(-c2ccc(Cl)cc2)nc2n1CCN(CC1CC1)C2	15	-9%[88.5 µM]	.	-14%[172 µM]	-6%[138 µM]	1%[87.6 µM]	73%[activator][87.6 µM]
Cc1ccc(-n2nc3c(=O)n(CCCC(=O)NCCc4ccccc4)nc(C)c3c2C)cc1	10	.	.	.	.	5%	22%
CCn1ncc(N2CCCC(CC(=O)NC3CCN(C)CC3)C2)cc1=O (centres undefined)	13	-27%	.	-5%	-8%	-4%	-15%
CC(C)CC(=O)NCC1Cn2cccc2C(=O)N1C (centres undefined)	0	i	0%	-8%	-27%	-5%	6%
O=C(CN1CCCc2nc(-c3ccncc3)ncc2C1=O)NCCCN1CCCC1=O	16	i	-10%	-5%	-18%	-12%	-20%
CN1CC(=O)N(C2CCCNC2)Cc2c1ncnc2N1CCC(N2CCOCC2)CC1 (centres undefined)	-9	0%	.	1%	4%	5%	2%
COc1ccccc1CCC(=O)N1CCC(Cc2nc(-c3ccccc3)no2)CC1	-1	?	-11%	?	?	-7%	?
Cc1ccc(NC(=O)Cn2ccn3nc4c(c3c2=O)CCCC4)cc1Cl	-11	i	-21%	-14%	-24%	18%	5%
Cc1cc2[nH]c(=O)c(=O)[nH]c2cc1S(=O)(=O)N1CCN(c2ccccc2F)CC1	2	.	.	.	.	2%	-22%
Cc1nc2ccc(C(=O)N[C@@H]3COCC[C@@H]3OCc3cscn3)cc2o1	9	-11%	-4%	-27%	-7%	-15%	-6%
CC(C)CN1CC2(CCN(C(=O)c3ccc4occc4c3)CC2)CC1=O	14	4%[11.5 µM]	1%	?	-18%	4%	-8%
COc1ccc(CN2Cc3[nH]cnc3C[C@H]2C(=O)NCc2ccco2)cc1	24	-2%[88.5 µM]	8%[172 µM]	?	-26%[174 µM]	-1%[87.6 µM]	-19%[87.6 µM]
CC(C)NC(=O)N1CCOc2ccc(CCC(=O)NCCN3CCOCC3)cc2C1	3	i	6%	-1%	3%	2%[12.5 µM]	14%
CCOc1ccc(N2CC(NC(=O)/C=C\c3ccc4c(c3)OCO4)CC2=O)cc1 (centres undefined)	29	.	.	.	.	3%	12%
Cc1ccc(Nc2ccnc(N3CCC(NC(=O)C(C)(C)C)CC3)n2)cc1	9	i	.	?	?	3%	-6%

An excerpt from above, limited to GPT2 inh and IP6K1 inh:
structure	GPT2 inh	IP6K1 inh
CC(C)CC(=O)NCC1Cn2cccc2C(=O)N1C (centres undefined)	i	0
O=C(O)C(c1cc2ccccc2o1)N1CCC(CCN2CCCC2=O)CC1 (centres undefined)	i	-4

High-throughput results as filed in PubChem BioAssay.
